High-throughput results deposited in PubChem by The Scripps Research Institute Molecular Screening Center.
M5 ag: human M5 muscarinic receptor agonists, primary screen, CHO-K1 cells, Fluo-8 calcium fluorescence. Muscarinic acetylcholine receptor M5 (Homo sapiens), P08912. CHO-K1 hM5 cells; 0% DMSO wells, 100% maximal acetylcholine response. activation, % at 3 µM. 360,000 compounds, 0.19% hits. AID 624037, 2012;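 active means activation above the run's mean over test compounds plus 3 SD, cut at about 23% in these data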;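 further: signal is peak over basal fluorescence ratio across the kinetic read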
M4 antag: human M4 muscarinic receptor antagonists, primary screen, CHO cells, Fluo-8 calcium fluorescence. inhibition, % at 3 µM. CHO-hM4 cells, ACh EC80. 360,000 compounds, 0.73% hits. AID 624125, 2012. Muscarinic acetylcholine receptor M4 (Homo sapiens), P08173;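 active means inhibition above its plate's cutoff, the mean inhibition of sample wells plus 3 SD, cut at about 27% in these data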;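 further: 0% = acetylcholine EC80 with DMSO and 100% = DMSO without agonist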
Target sequence (P08173 whole entry, looked up): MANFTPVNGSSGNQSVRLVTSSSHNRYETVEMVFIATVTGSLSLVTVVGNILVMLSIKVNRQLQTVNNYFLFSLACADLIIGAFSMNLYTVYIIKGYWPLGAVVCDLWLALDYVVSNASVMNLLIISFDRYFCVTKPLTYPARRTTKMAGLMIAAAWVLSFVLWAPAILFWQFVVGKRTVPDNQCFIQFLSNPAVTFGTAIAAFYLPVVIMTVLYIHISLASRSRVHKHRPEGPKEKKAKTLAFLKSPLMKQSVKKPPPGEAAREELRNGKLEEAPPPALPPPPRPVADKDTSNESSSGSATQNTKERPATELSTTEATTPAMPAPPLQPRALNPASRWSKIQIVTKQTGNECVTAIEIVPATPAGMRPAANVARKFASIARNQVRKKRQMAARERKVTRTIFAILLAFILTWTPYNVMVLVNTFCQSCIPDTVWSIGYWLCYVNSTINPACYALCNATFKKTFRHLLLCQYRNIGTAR
M1 PAM: human M1 muscarinic receptor positive allosteric modulators, primary screen, CHO-K1 cells, Fluo-8 calcium fluorescence, 1536-well; Muscarinic acetylcholine receptor M1 (Homo sapiens), P11229; CHO-K1 hM1, ACh EC20; 0% = ACh EC20, 100% = maximal ACh; activation, % at 3 µM; 360,000 compounds, 0.088% hits; AID 588819, 2011; in the data active means activation above about 19%, passing the limit was not always enough
M5 antag: human M5 muscarinic receptor antagonists, primary screen, CHO cells, Fluo-8 calcium fluorescence | Muscarinic acetylcholine receptor M5 (Homo sapiens), P08912 | CHO-hM5 cells, ACh EC80 | inhibition, % at 3 µM | 360,000 compounds, 0.59% hits | AID 624040, 2012;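 active means inhibition above a per-plate cutoff, the mean of that plate's test compounds plus 3 SD, cut at about 27% in these data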;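 further: 0% = acetylcholine EC80 with DMSO and 100% = DMSO without agonist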
TAAR1 ag: human TAAR1 agonists, primary screen, Fluo-8 calcium fluorescence, CHO RD-HGA16 cells | AID 624467, 2012 | 360,000 compounds, 0.99% hits | vehicle wells 0%, saturating PEA agonist 100% | activation, % at 3 µM | Trace amine-associated receptor 1 (Homo sapiens), Q96RJ0;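 active means activation above the mean activation of all test compounds in the run plus 3 SD, cut at about 38% in these data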
Target sequence (Q96RJ0 whole entry, looked up): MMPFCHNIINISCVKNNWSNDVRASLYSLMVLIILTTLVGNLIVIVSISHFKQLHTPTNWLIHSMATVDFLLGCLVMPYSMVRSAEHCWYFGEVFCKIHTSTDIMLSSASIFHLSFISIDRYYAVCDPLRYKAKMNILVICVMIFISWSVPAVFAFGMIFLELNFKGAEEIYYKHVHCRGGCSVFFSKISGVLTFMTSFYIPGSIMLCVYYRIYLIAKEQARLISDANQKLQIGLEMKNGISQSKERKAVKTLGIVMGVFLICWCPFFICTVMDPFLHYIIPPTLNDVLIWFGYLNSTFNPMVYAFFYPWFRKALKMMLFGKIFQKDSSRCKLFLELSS
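Test system: RD-HGA16 (CHO) cells co-expressing Gα16 and hTAAR1 / Benchmarks: DMSO vehicle as 0%, PEA at EC100 as 100% / Repeats: no replicates (n 1) / Measure: % activation from peak over basal fluorescence ratio, DMSO-to-PEA scaled / Timing: 17-24 h plating, Fluo-8 75 min 37 °C, 30 min RT / Technique: kinetic Fluo-8 calcium fluorescence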
M1 antag: human M1 muscarinic receptor antagonists, primary screen, CHO-K1 cells, Fluo-8 calcium fluorescence, 1536-well; CHO-K1 hM1, ACh EC80 antagonist; inhibition, % at 3 µM; Muscarinic acetylcholine receptor M1 (Homo sapiens), P11229; 360,000 compounds, 1.3% hits;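 active means percent inhibition above its own plate's cutoff, namely the mean of that plate's compound wells plus 3 SD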;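 further: peak over basal fluorescence ratio during 140 s after agonist addition; 0% = ACh EC80 plus DMSO and 100% = DMSO alone without agonist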
M1 ag: human M1 muscarinic receptor agonists, primary screen, Fluo-8 calcium fluorescence, CHO-K1 cells, HTS; CHO-K1 hM1, agonist mode; 0% DMSO, 100% acetylcholine EC100; activation, % at 3 µM; AID 588814, 2011; 360,000 compounds, 0.33% hits;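 active means activation above the run's mean compound activation plus 3 SD, cut at about 16% in these data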;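 further: peak over basal fluorescence ratio within a 140 s kinetic read after compound addition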
M4 ag: human M4 muscarinic receptor agonists, primary screen, CHO-K1 cells, Fluo-8 calcium fluorescence | CHO-K1 hM4/Gqi5; vehicle 0%, full acetylcholine response 100% | Muscarinic acetylcholine receptor M4 (Homo sapiens), P08173 | activation, % at 3 µM | 360,000 compounds, 0.14% hits;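 active means activation above the run mean over all test wells plus 3 SD, cut at about 32% in these data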;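 further: peak over basal fluorescence ratio per well then scaled between controls; 0% = DMSO wells and 100% = acetylcholine at EC100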
CHRM5 PAM: human M5 muscarinic receptor positive allosteric modulators, primary screen, CHO-K1 cells, Fluo-8 calcium fluorescence; activation, % at 3 µM; Muscarinic acetylcholine receptor M5 (Homo sapiens), P08912; AID 624038, 2012; 360,000 compounds, 0.3% hits; CHO-K1 hM5, ACh EC20 PAM; 0% = ACh EC20, 100% = ACh EC100;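 active means activation above the run cutoff, the mean activation of all test compounds plus 3 SD, cut at about 18% in these data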
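Test system: CHO-K1 hM5 cells / Doses: single-point, 3 µM nominal / Times: Post-acetylcholine fluorescence recording 140 s / Technique: Fluo-8 calcium fluorescence / Measure: Max/basal fluorescence ratio as % of EC20–EC100 ACh window / Benchmarks: low control EC20 acetylcholine (0%), high control EC100 acetylcholine (100%) / Replicates: one well per compound, no replicates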
The depositor's hits bear a star; x = not tested or not shown. These rows are one share of the data, so the mix of outcomes need not match the whole.

SMILES	M5 ag	M4 antag	M1 PAM	M5 antag	TAAR1 ag	M1 antag	M1 ag	M4 ag	CHRM5 PAM
COCCn1c(SCc2nc(N)nc(Nc3ccccc3C)n2)nc2ccccc2c1=O	2.5	0.8	-10.9	12.0	x	19.1	-2.9	7.5	-12.9
O=C1C2C(c3cccc(/C=C/c4ccccc4)c3)CC=CC2C(c2ccc3ccccc3c2)N1Cc1ccccc1 (stereo unspecified)	2.8	-2.6	-5.6	2.1	1.8	12.6	-4.0	-1.0	6.7
O=C(C[n+]1cccc(CNC(=O)c2ccc(OC(F)F)cc2)c1)Nc1cc(C(F)(F)F)ccc1Cl	-7.6	10.7	-6.6	-7.4	0.8	5.3	-11.1	-0.4	1.1
Cc1ccc(OCCSc2nc(NC(C)C)nc(NC(C)C)n2)cc1	-6.5	11.0	-17.8	0.0	1.2	8.5	-10.1	-1.2	-14.8
CCCCC(=O)OCc1cn(-c2ccc(Cl)cc2)nn1	0.4	17.3	2.3	-0.3	4.3	-5.2	-4.8	-1.1	1.3
O=C1Nc2cc(C(=O)N3CCN(Cc4ccccc4)CC3)ccc2SC1N1CCOCC1 (stereo unspecified)	3.1	5.5	14.0	-2.5	17.6	-14.3	-1.5	3.3	-1.3
O=C(OCn1nnc2ccccc2c1=O)c1ccco1	0.6	7.9	-0.9	8.1	5.2	-4.7	-3.4	-0.5	-5.0
O=C(/C=C/c1cccc(Cl)c1)NNC(=O)c1ccncc1	-0.3	1.6	3.8	8.3	8.3	5.1	-0.9	1.6	4.7
O=S(=O)(c1ccc(OCC(O)CN2CCN(c3ccccc3Cl)CC2)cc1)N1CCOCC1 (stereo unspecified)	3.0	-15.9	-15.4	-10.6	16.9	13.7	-1.2	28.1	-10.1
CC(C)C(=O)Nc1cccc(C(=O)Nc2nnc(C(C)(C)C)s2)c1	5.8	-5.3	3.3	0.5	2.0	-9.8	1.9	4.8	-6.8
O=C(CN1CCCCC1)Nc1cc(Cl)ccc1Oc1ccccc1	-4.2	-9.4	-14.7	-2.4	8.2	17.2	-5.0	-2.3	-7.9
Cc1ccc(S(=O)(=O)NCCc2nnc3ccc(SCc4cccnc4)nn23)cc1	-7.1	5.3	5.9	11.6	0.8	-1.5	-5.5	0.6	0.6
Cc1ccc(S(=O)(=O)N2CCOCC2)cc1C(=O)NC(=S)N(Cc1ccccc1)C(C)C	-1.6	0.9	4.3	-2.3	-1.1	-10.9	-5.7	-0.5	-1.7
COc1cccc(NC(=O)c2ccc3nc(C)sc3c2)c1	-1.8	-2.3	-4.1	16.4	3.2	1.8	-3.1	1.5	-9.0
CCCc1nc2oc3c(=O)[nH]cnc3c2c2c1CCCC2	-0.8	2.6	0.2	-3.4	0.3	3.1	-2.2	0.3	2.1
O=[N+]([O-])c1cc(Oc2cccnc2)cc([N+](=O)[O-])c1	-1.7	-8.1	8.5	0.6	0.5	-12.2	-3.6	0.5	-4.3
O=C(NCCc1ccc(Cl)cc1)C12CC3CC(CC(O)(C3)C1)C2	-0.4	-5.7	5.9	0.6	9.5	-6.9	-2.1	1.4	-2.7
Cc1ccc(S(=O)(=O)CCC(=O)OCCOc2cccc(Br)c2)cc1	-1.3	1.4	8.7	3.3	1.3	-11.7	-1.6	4.8	1.4
Cc1cc(C)c(C#N)c(SCc2nc3ccccc3c(=O)[nH]2)n1	2.6	-4.7	16.8	-4.0	5.2	-10.6	-8.2	0.5	3.1
Cc1ccc(CNCCNCCO)s1	-0.4	-12.3	4.9	-4.9	-0.1	-7.9	-5.7	1.2	13.9
COc1ccccc1/C=C/C1NC(=O)NC(C)=C1C(=O)OC(C)C (stereo unspecified)	3.0	-3.5	0.3	11.6	5.5	3.8	-4.0	10.2	-5.8
Cn1ccnc1C(O)c1ccccc1 (stereo unspecified)	-2.3	1.6	6.8	-1.1	1.4	-7.1	-9.3	-0.1	3.4
O=C(N1CCCCC1)N1CCCN(C(=O)N2CCCCC2)CC1	-1.9	-1.9	2.8	-5.4	5.7	-0.9	-1.8	0.3	0.3
COc1cccc(-c2cnc3c(NC=O)cc(-c4ccc(N5CCN(C)CC5)cc4)cn23)c1	-2.4	3.4	-7.1	8.2	3.5	10.2	-6.5	2.8	-4.1
COc1ccc(C(=O)NNC(=O)C(NC(=O)c2ccccc2NC(=O)c2ccco2)C(C)C)cc1 (stereo unspecified)	-3.8	0.0	9.9	-3.6	1.8	0.6	-8.2	1.1	-2.7

Next part
SMILES	M5 ag	M4 antag	M1 PAM	M5 antag	TAAR1 ag	M1 antag	M1 ag	M4 ag	CHRM5 PAM
O=c1cc(COc2ncnc3ccccc23)nc2sccn12	2.9	-5.5	4.5	-10.4	-1.0	-26.2	-2.7	0.4	8.0
CSCCC(NC(=O)c1ccco1)C(=O)OCC(=O)Nc1ncc(Cl)c(C)c1Cl (stereo unspecified)	-3.0	6.1	20.9*	6.9	0.3	-4.2	-3.5	0.2	1.4
COCc1nc(-c2ccc(-c3ccc(C)cc3)nc2OC)no1	-2.7	13.0	-6.0	2.3	0.4	16.8	-3.1	-1.3	-2.4
CCCCC(=O)Nc1nn(CCC)c2nc3ccccc3cc12	-2.7	-1.6	4.5	-6.1	14.7	-6.7	-4.0	1.6	-0.7
COC(=O)c1cccc(COC(=O)c2ccc(CS(=O)(=O)c3ccc(C)cc3)cc2)c1	-2.9	2.5	-8.0	19.6	8.8	14.1	-2.9	-0.1	-12.0
O=C(NN1C(=O)/C(=C/c2ccc(O)c(O)c2)SC1=S)c1ccccc1	40.4*	16.5	-0.7	13.6	22.8	10.8	8.7	16.9	-4.7
COc1ccc(N2C(=O)C3CCCN3C2c2ccc(C)o2)cc1 (stereo unspecified)	1.3	-7.0	0.1	0.3	0.5	-5.3	-4.5	1.4	-6.6
Cn1ncc(C(N)=O)c1NC(=S)NC(=O)c1ccc(Br)o1	-2.8	-1.8	8.6	-6.3	2.5	1.7	-6.5	0.4	-2.5
Nc1nc(-c2ccc(C(=O)O)cc2)cs1	-0.1	3.6	-2.2	11.9	0.2	7.5	-6.9	10.8	-10.1
CCCCn1c(N(CCOC(C)=O)C(C)=O)nc2ccccc21	1.7	-5.6	0.9	-4.1	4.8	-5.2	-4.5	-0.1	3.6
O=C(c1ccc2c(c1)OCO2)N(CC1CCCO1)C1(C(=O)NC2CCCCC2)CCCCC1 (stereo unspecified)	-2.2	-3.1	8.1	-1.3	2.6	-11.1	-2.8	0.5	1.3
COc1ccc(/C=N/Nc2nc(Nc3ccccc3)nc(N3CCCC3)n2)cc1[N+](=O)[O-]	-1.9	-7.2	-1.3	0.4	6.0	-4.0	-13.7	3.7	-2.5
O=S(=O)(Nc1cc2nc3ccccc3nc2n1Cc1ccccc1)c1ccc(Cl)cc1	21.7	12.3	3.3	11.0	21.4	7.9	5.8	9.0	-3.0
O=C(c1cccc(C(=O)N2CCN(c3ncccn3)CC2)c1)N1CCN(c2ncccn2)CC1	-1.0	-8.1	9.4	-4.4	2.4	-11.6	-1.9	3.9	1.4
CN(C(=O)C1CCOC1)c1nnc(-c2cnccn2)s1 (stereo unspecified)	-2.9	-9.1	3.1	-0.3	5.5	-4.0	-1.8	1.0	0.1
COc1cccc(NC(=O)COC(=O)c2cc(S(=O)(=O)N3CCOCC3)ccc2C)c1	-5.2	8.5	0.6	-2.8	9.8	2.8	7.2	11.1	-28.6
O=C(Nc1ccccc1)C1CC(=O)n2ncnc2N1 (stereo unspecified)	1.4	-2.6	0.2	2.1	7.0	2.9	-3.8	2.4	-0.2
Nc1nonc1-n1nnc(C(=O)N/N=C/c2c[nH]c3ccccc23)c1-c1ccccc1	-0.7	1.8	4.3	1.9	18.5	4.2	-1.4	9.2	-0.7
CCN1C(=O)C(O)(CC(=O)/C=C/C=C/c2ccccc2)c2ccccc21 (stereo unspecified)	-0.7	-7.5	5.9	2.5	7.8	-13.8	3.3	2.5	-0.9
O=C(NCc1ccccn1)C1CCCCC1	3.9	5.3	5.9	9.5	-0.3	-7.7	-1.7	0.4	-3.1
CCOC(=O)N1CCN(C(c2ccc(C)cc2)c2sc3nc(C)nn3c2O)CC1 (stereo unspecified)	-2.1	8.5	5.2	0.1	2.2	-9.3	-4.3	-1.3	0.9
O=c1c2cccnc2[nH]c(=S)n1CCCN1CCN(c2ccc(F)cc2)CC1	-2.5	-16.7	6.5	-10.7	2.7	-11.3	-2.4	1.9	9.7
CCOC(=O)c1c(C)n(C)c2ccc(OC)c(NS(=O)(=O)CC)c12	-1.2	-2.6	3.8	5.2	3.5	-10.2	-5.2	0.7	-3.0
O=C(CNc1ccccc1Cl)c1ccc(Br)cc1	-0.9	0.9	8.0	-1.2	-2.3	-15.0	-3.8	-0.4	1.1
O=C(Oc1cncc(Cl)c1)c1sccc1Cl	1.7	-1.6	9.3	2.8	-1.6	-14.2	-3.2	-0.1	5.4

More compounds:
SMILES	M5 ag	M4 antag	M1 PAM	M5 antag	TAAR1 ag	M1 antag	M1 ag	M4 ag	CHRM5 PAM
Cc1cc(C)n(-c2nc(C(F)(F)F)nc3ccccc23)n1	5.8	17.6	6.7	-6.5	10.8	3.2	-8.2	0.5	16.9
C=CCOc1c(Cl)cc(/C=N/O)cc1OC	-3.5	2.2	7.9	6.6	-5.3	-9.1	-10.6	-0.9	0.0
O=C(NCC(=O)N1CCCC1)c1cccs1	1.1	-3.6	-9.5	4.2	11.6	21.8	-2.4	0.2	0.8
CC(C)n1c(=NC(=O)c2ccco2)c(C#N)cc2c(=O)n3ccccc3cc21	-4.8	2.4	6.3	4.0	5.3	-8.5	-4.6	0.4	-8.3
Cc1cc(-c2nnc(CCC(=O)N(CC3CCC3)CC3CCCO3)o2)no1 (stereo unspecified)	-1.3	-7.0	10.8	1.9	14.0	-7.4	-10.2	1.9	0.1
O=C(NC12CC3CC(CC(C3)C1)C2)N1CCC(O)(c2ccc3c(c2)OCO3)CC1	2.4	7.6	-1.3	-8.3	-1.9	-5.2	-3.1	1.0	2.7
Cc1cc(NC(=O)c2noc3c2CCCCC3)nn1Cc1ccc(Cl)cc1	1.2	5.8	6.1	-1.1	11.8	-0.4	-3.4	0.7	5.5
